Screening results from PubChem BioAssay.
GAA850 FXN act: FXN promoter activators, primary screen, cell-based, luciferase luminescence, HEK293 lucGAA850; HEK293 lucGAA850 FXN promoter luciferase reporter, 24 h; percent of 10 µM SAHA response; activation, % at 6 µM; 360,000 tested, 0.56% active;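 active = activation above the average of all compounds screened plus 3 SD, cutoff fixed separately per campaign, cut at about 7.5% in these data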;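 note: 0% = DMSO wells and 100% = 10 µM SAHA wells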
hcDAF-12 act: H. contortus DAF-12 nuclear receptor activators, primary screen, cell-based, luminescence, HEK293, lit1-tk-luc reporter; HEK293 hcDAF-12 lit1-tk-luc reporter; 0% DMSO, 100% Δ7-dafachronic acid; activation, % at 6.8 µM; 370,000 tested, 1.4% active; AID 652067, 2013;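 active = activation above the mean of all tested compounds plus 3 SD, cut at about 5.5% in these data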;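 note: 100% = response to 3 µM Δ7-dafachronic acid high control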
PLCg1 inh: PLC-gamma1 enzyme inhibitors, primary screen, biochemical, fluorescence, purified enzyme; inhibition, % at 12.2 µM; AID 720700, 2013; fluorogenic substrate; 1-phosphatidylinositol 4,5-bisphosphate phosphodiesterase gamma-1 (Homo sapiens), P19174; 370,000 tested, 0.84% active; in the data active = inhibition above about 9.5%
ssDAF12 agonist: S. stercoralis DAF-12 nuclear receptor activators, primary screen, cell-based, luminescence, HEK293, GRIP1 co-expression, lit1-tk-luc; activation, % at 6.8 µM; Nuclear hormone receptor DAF-12 (Strongyloides stercoralis); HEK293 ssDAF-12/GRIP1 lit1-tk-luc reporter; % of 3 µM dafachronic acid response; 370,000 tested, 1% active;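 active = activation above the mean over all tested compounds plus 3 SD, cut at about 0.9% in these data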;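 note: 0% = DMSO-only wells and 100% = 3 µM delta7-dafachronic acid wells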
DAX1 inh-1: DAX1 (NR0B1) inhibitors on StAR promoter, primary screen, cell-based, luminescence, SF-1 (NR5A1), full-length DAX-1; HEK293T StAR-luciferase reporter, SF-1/DAX-1 repression relief; inhibition, % at 6.8 µM; 370,000 tested, 1.1% active; AID 652010, 2013;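 active = inhibition above the mean over all tested compounds plus 3 SD, cut at about 3.6% in these data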;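 note: 0% = DAX-1 cells with DMSO and 100% = cells lacking DAX-1 with DMSO; higher inhibition means more luminescence from relief of DAX-1 repression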
ADAM10 inh: human ADAM10 inhibitors, primary screen, biochemical, QFRET, HTS. Disintegrin and metalloproteinase domain-containing protein 10 (Homo sapiens), O14672. recombinant ADAM10, EDANS/DABCYL FRET peptide cleavage, 3 h. 370,000 tested, 0.62% active. inhibition, % at 7 µM;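 active = inhibition above a per-campaign cutoff equal to the mean of compounds falling between control-based bounds plus 3 SD, cut at about 20% in these data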;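 note: 0% = DMSO wells while the 100% control is not disclosed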
ADAM17 inh: ADAM17 inhibitors, primary screen, biochemical, QFRET; Disintegrin and metalloproteinase domain-containing protein 17 (Homo sapiens), P78536; inhibition, % at 6.95 µM; 370,000 tested, 0.83% active; recombinant ADAM17, EDANS/DABCYL FRET peptide cleavage;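 active = inhibition above the mean of compounds lying between control limits plus 3 SD, set per campaign, cut at about 8.5% in these data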;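 note: 0% = DMSO-only wells as the low control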
DAX1 inh-2: DAX1 (NR0B1) inhibitors, primary screen, cell-based, HEK293, Gal4-DAX1, luciferase luminescence | AID 504766, 2011 | 340,000 tested, 0.99% active | inhibition, % at 6.75 µM | Nuclear receptor subfamily 0 group B member 1 (Homo sapiens), P51843 | HEK293 Gal4-DAX1 luciferase reporter;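 active = inhibition above the mean over all tested compounds plus 3 SD, cut at about 4.2% in these data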;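 note: 0% = DAX1-transfected cells with DMSO and 100% = empty-vector control cells with DMSO; inhibition shows as a rise in luminescence from relieved DAX1 repression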
Target sequence (P51843 207-470 limits assumed): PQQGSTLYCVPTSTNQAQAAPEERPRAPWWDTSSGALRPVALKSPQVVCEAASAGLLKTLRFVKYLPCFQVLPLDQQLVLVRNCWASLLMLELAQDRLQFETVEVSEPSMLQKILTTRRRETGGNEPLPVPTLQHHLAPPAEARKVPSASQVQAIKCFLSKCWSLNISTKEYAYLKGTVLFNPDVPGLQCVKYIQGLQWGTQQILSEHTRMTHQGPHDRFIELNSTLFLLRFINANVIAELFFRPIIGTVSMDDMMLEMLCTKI
hgDAF-12 ag: H. glycines DAF-12 receptor agonists, primary screen, cell-based, luminescence, HEK293, GAL4 fusion, UAS-luciferase; activation, % at 6.8 µM; 370,000 tested, 1.8% active; HEK293 GAL4-hgDAF12 UAS-luciferase reporter, agonist luminescence; normalized to butyrate control; Nuclear hormone receptor DAF-12 (Heterodera glycines), GAL4 fusion;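 active = activation above a cutoff set at the mean of all screened compounds plus 3 SD, cut at about 10% in these data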;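 note: 0% = DMSO wells and 100% = sodium butyrate wells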
PLCb3 inh: human PLC-beta3 inhibitors, primary screen, biochemical, fluorescence; 1-phosphatidylinositol 4,5-bisphosphate phosphodiesterase beta-3 (Homo sapiens), Q01970; Purified PLC-beta3, fluorogenic substrate; inhibition, % at 12.2 µM; 370,000 tested, 0.18% active; AID 720704, 2013; in the data active = inhibition above about 11%;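 note: 0% = median of compound wells on plate and 100% = full blocker control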
sPLA2-III inh: human group III sPLA2 inhibitors, primary screen, biochemical, QFRET, BODIPY PC-A2 liposome substrate. Group 3 secretory phospholipase A2 (Homo sapiens), Q9NZ20. inhibition, % at 12.2 µM. QFRET BODIPY PC-A2 liposome hydrolysis, fluorescence. 370,000 tested, 0.56% active;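 active = inhibition above mean plus 3 SD of compounds lying within the high and low control bounds, cut at about 19% in these data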;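 note: 0% = median of test compound wells and 100% = no enzyme DMSO wells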
Target sequence (Q9NZ20 whole entry, looked up): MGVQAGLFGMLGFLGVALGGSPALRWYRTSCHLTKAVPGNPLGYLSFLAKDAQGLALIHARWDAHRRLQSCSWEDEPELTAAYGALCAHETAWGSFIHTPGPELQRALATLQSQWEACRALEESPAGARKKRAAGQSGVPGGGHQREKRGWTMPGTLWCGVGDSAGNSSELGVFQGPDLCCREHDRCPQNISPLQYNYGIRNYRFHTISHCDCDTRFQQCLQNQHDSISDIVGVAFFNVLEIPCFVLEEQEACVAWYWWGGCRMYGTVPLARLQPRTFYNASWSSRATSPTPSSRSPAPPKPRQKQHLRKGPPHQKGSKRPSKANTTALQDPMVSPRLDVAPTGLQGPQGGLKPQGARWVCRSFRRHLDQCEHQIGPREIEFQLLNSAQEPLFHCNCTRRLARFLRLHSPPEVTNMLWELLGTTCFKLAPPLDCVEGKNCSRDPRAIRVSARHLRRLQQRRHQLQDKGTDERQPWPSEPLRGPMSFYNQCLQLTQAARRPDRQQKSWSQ
* marks the source's active call; other numbers are inactive results; i = inactive; nt = not tested or not shown.

SMILES | GAA850 FXN act | hcDAF-12 act | PLCg1 inh | ssDAF12 agonist | DAX1 inh-1 | ADAM10 inh | ADAM17 inh | DAX1 inh-2 | hgDAF-12 ag | PLCb3 inh | sPLA2-III inh
Cc1ccccc1CN1CCC(Oc2ccc(C(=O)N3CCCC3)cc2)CC1 | 0.4 | -1.9 | 0 | -1.0 | 0.7 | -3 | 0 | 0.2 | 0.8 | -6 | -5
O=[N+]([O-])c1ccc(O)c(C2=NNC(c3ccccc3F)C2)c1 (stereo not given) | 5.9 | 0.5 | 2 | -1.6 | -0.1 | 4 | 1 | -1.1 | 3.2 | -8 | -9
CCOc1cc(N2CCOCC2)c(OCC)cc1NC(=O)COC(=O)c1cc(C)oc1C | 1.2 | -0.5 | 3 | -1.2 | 0.1 | 3 | 2 | 0.1 | 1.1 | 2 | 7
O=S(=O)(NCc1ccccc1)NCc1cccc(C(F)(F)F)c1 | 0.9 | -2.6 | 0 | -0.8 | 0.2 | 0 | 3 | 4.7* | -2.1 | 2 | -9
Clc1ccc(Cl)c(OCCCCNCc2ccccc2)c1 | 0.8 | -0.1 | 3 | -0.6 | -0.3 | 1 | 3 | 0.9 | 1.7 | 2 | -6
Cc1ccccc1NC(=S)N(CCCN1CCOCC1)Cc1cccnc1 | 0.0 | 2.9 | 2 | -1.4 | -0.7 | -2 | -3 | 0.5 | -0.6 | -6 | 0
CC(=O)c1cccc(NC(=S)NC(=O)c2cccc(Cl)c2)c1 | 5.3 | 1.4 | 4 | 0.1 | 1.4 | -5 | 3 | -0.1 | 5.3 | -2 | 16
NC(=O)COC(=O)c1ccccc1OCc1ccccc1Cl | 1.2 | -1.5 | 0 | -1.4 | -0.2 | -1 | -2 | -1.6 | -1.2 | -2 | -3
CCOC(=O)C1CCCN(CCC(=O)Nc2ccc(C)c(C)c2)C1 (stereo not given) | -0.6 | -2.6 | -1 | -0.9 | -0.3 | -6 | -4 | -0.1 | -0.3 | 0 | 3
Cc1cccc(C2=N/C(=C/c3cccs3)C(=O)O2)c1 | 0.5 | 3.1 | 2 | -1.0 | 0.4 | 9 | 2 | 0.2 | -0.4 | -1 | 2
Cc1csc(SC(C)C(=O)Nc2ccc(F)cc2Cl)n1 (stereo not given) | -1.0 | 0.9 | 0 | -1.3 | -0.6 | -8 | -4 | -1.1 | 0.6 | 0 | -6
CC(SC(C)C(=O)NN=Cc1c[nH]c2ccccc12)C(=O)NN=Cc1c[nH]c2ccccc12 (stereo not given) | -0.8 | 3.5 | 1 | 0.3 | 0.2 | 10 | 8 | 1.4 | 0.4 | -1 | -50
COc1ccc(NC(=S)Nc2ccc(S(=O)(=O)N3CCCCC3)cc2)cc1 | 1.8 | 1.0 | 0 | -1.0 | -0.6 | -4 | -3 | 0.3 | 6.7 | 0 | 4
CC1CCN(S(=O)(=O)N2CCN(C(=O)c3ccc4c(c3)OCO4)CC2)CC1 | 2.2 | 1.3 | 6 | -1.0 | 0.0 | 2 | 0 | -0.4 | -0.3 | 2 | 2
COc1ccc(CCN2C(=O)C3CC=C(C)CC3C2=O)cc1OC (stereo not given) | 0.6 | -1.1 | -4 | -1.6 | 0.8 | -7 | -5 | 0.0 | -1.2 | 0 | -4
NC(=O)c1ccc(NC(=O)CC23CC4CC(CC(Br)(C4)C2)C3)cc1 | 2.4 | -0.3 | 5 | -1.1 | -0.1 | -12 | -3 | -0.5 | 0.4 | -11 | 14
O=c1[nH]c(=S)[nH]c2c1C(c1ccc(F)cc1)OC(CCC(F)(F)F)C2 (stereo not given) | nt | -1.2 | 4 | -0.8 | -0.1 | -15 | -3 | nt | 3.9 | -1 | 8
Cc1ccc2[nH]c(C)cc(=S)c2c1 | 4.0 | -2.8 | -1 | -1.5 | -0.3 | -8 | -4 | -0.3 | -0.6 | -2 | -8
CCS(=O)(=O)c1c(S(=O)(=O)CC)c2ccccn2c1C(N)=O | -0.3 | -1.2 | 0 | -1.3 | 0.6 | -6 | -3 | 3.8 | -3.8 | 3 | -1
CN1CCN(NC(=O)CC(C)(C)C)CC1 | 2.6 | -2.1 | 1 | -0.9 | 0.7 | -1 | -1 | 0.5 | -0.2 | -4 | 1
Cc1ccc(NC(=O)CSc2nnc(C3CC3)n2CC2CCCO2)cc1C (stereo not given) | 0.2 | -0.5 | -1 | -0.8 | -0.2 | -5 | -4 | 2.5 | -1.1 | -5 | 3
Cc1ccc(S(=O)(=O)N(C)CC(=O)N2CC(C)OC(C)C2)cc1 (stereo not given) | 0.7 | -2.1 | -1 | -1.0 | -0.9 | -13 | -5 | 0.3 | -1.4 | -4 | 3
COc1ccc(C(C(=O)NC2CCCCC2)N(C(=O)CCl)c2ccccc2Cl)cc1 (stereo not given) | -0.1 | -1.5 | 3 | -1.1 | -0.5 | -9 | -1 | 1.1 | -1.2 | -1 | 14
Cc1cc(C(=O)NC2CC(C)(C)Cc3c2cnn3-c2ccc(F)cc2)nn1C (stereo not given) | 3.9 | -2.3 | -1 | -1.3 | 1.3 | 4 | -2 | 0.3 | -1.4 | 5 | 1
CC(C)N(Cc1ccccc1)C(=O)CN1c2cccc3cccc(c23)S1(=O)=O | -3.0 | -2.2 | -217 | -1.0 | -0.1 | -261 | -78 | -1.1 | 0.9 | -363 | -8
CCN(CC)c1ccc2cc(C(=O)O)c(=O)oc2c1 | 0.2 | 4.2 | -359 | -0.9 | 0.6 | i | -143 | -0.8 | 1.8 | -401 | 12
C[C@H](CO)N1C[C@H](C)[C@@H](CN(C)Cc2ccc(Cl)c(Cl)c2)Oc2c(NS(=O)(=O)c3ccc(F)cc3)cccc2C1=O | -4.4 | 0.0 | 4 | -1.2 | 0.3 | 10 | 3 | -0.6 | -2.0 | -1 | -39
O=C1c2ccccc2C2(c3ccccc3)NCCCN12 (stereo not given) | 0.1 | 0.3 | 1 | -1.1 | 0.3 | -11 | -3 | 0.3 | -1.6 | -3 | 5
CCCCn1c(N)c(N(CC(C)C)C(=O)c2ccc(N3C(=O)CCC3=O)cc2)c(=O)[nH]c1=O | 0.6 | -2.1 | 2 | -1.1 | -1.0 | -11 | 0 | 0.2 | -1.2 | -9 | 3
CCCCC(Sc1nc(N)c(NC(=O)c2ccc(OC)cc2)c(=O)[nH]1)C(=O)O (stereo not given) | 0.5 | -2.2 | -2 | -1.2 | -0.4 | -1 | -1 | -1.4 | -1.3 | -1 | 4

The closing two entries of the part before are carried over, then new ones follow.
SMILES | GAA850 FXN act | hcDAF-12 act | PLCg1 inh | ssDAF12 agonist | DAX1 inh-1 | ADAM10 inh | ADAM17 inh | DAX1 inh-2 | hgDAF-12 ag | PLCb3 inh | sPLA2-III inh
CCCCn1c(N)c(N(CC(C)C)C(=O)c2ccc(N3C(=O)CCC3=O)cc2)c(=O)[nH]c1=O | 0.6 | -2.1 | 2 | -1.1 | -1.0 | -11 | 0 | 0.2 | -1.2 | -9 | 3
CCCCC(Sc1nc(N)c(NC(=O)c2ccc(OC)cc2)c(=O)[nH]1)C(=O)O (stereo not given) | 0.5 | -2.2 | -2 | -1.2 | -0.4 | -1 | -1 | -1.4 | -1.3 | -1 | 4
CCCC(=O)Nc1ccc(-c2csc(NNC(C)=O)n2)cc1 | 1.3 | -0.6 | -68 | -1.2 | 0.2 | 4 | 0 | -0.9 | 0.6 | -100 | 0
COCCNC(=O)/C(C#N)=C/c1ccccc1Br | 2.2 | -1.4 | 0 | -2.4 | 0.3 | -6 | -4 | -0.8 | -1.6 | 0 | 7
COc1ccc(N2CC(C(=O)O)CC2=O)cc1 (stereo not given) | -0.9 | 1.1 | 4 | -1.7 | 0.0 | 8 | 0 | -0.9 | 1.4 | -1 | 3
O=C(CSc1nc(O)c(C(c2ccccc2)c2ccccc2)c(=O)[nH]1)N1CCOCC1 | -0.2 | 1.9 | 5 | -1.1 | 0.9 | 0 | 2 | 0.5 | -0.2 | 3 | -2
O=C(NCC1CCCO1)C(c1ccccn1)N(Cc1ccccc1Cl)C(=O)CN1C(=O)c2ccccc2S1(=O)=O (stereo not given) | -0.5 | 0.9 | 2 | -1.3 | -0.6 | -2 | 1 | -0.5 | -3.8 | 3 | -1
COc1ccc(CN2C(=O)C(CC(=O)NCCCCc3ccccc3)CC(C(=O)N(C(C)C)C(C)C)=C2C)cc1 (stereo not given) | -4.8 | 0.6 | 1 | -0.7 | -0.1 | 5 | 3 | 0.7 | 0.3 | 1 | 1
COc1ccc(C2(C)NC(=O)N(CC3CCCCC3)C2=O)cc1 (stereo not given) | 0.5 | -2.9 | 3 | -1.3 | 0.1 | 2 | 0 | 0.6 | -4.5 | -6 | -3
CC(C(=O)NC1=NCCS1)N1C(=O)c2ccccc2C1=O (stereo not given) | -2.1 | 0.0 | 3 | -1.4 | 0.5 | 11 | 3 | -0.7 | -0.7 | 2 | -1
COc1ccc(SCC(=O)c2cc(C)c(OC(=S)N(C)C)c(C)c2)cc1 | -2.1 | -2.2 | 0 | -1.8 | -1.5 | 8 | 3 | -1.4 | -1.4 | -3 | -42
COC(=O)C1=C(C)N(C)C(=NCc2ccccc2C(F)(F)F)NC1CCc1ccccc1 (stereo not given) | nt | -0.5 | 0 | -0.6 | 0.1 | -8 | -4 | nt | 1.4 | 2 | -9
CCCN(CCC)C(C(=O)Nc1cccc(OC)c1)c1ccccc1 (stereo not given) | -0.4 | 2.5 | -4 | -0.3 | -0.1 | 4 | -2 | -0.2 | -0.5 | 0 | -6
CCOc1ccccc1NC(=O)C1CC(=O)n2ncnc2N1 (stereo not given) | -1.4 | 0.1 | 4 | -1.1 | 0.3 | 4 | 3 | -0.3 | -0.3 | 9 | 2
O=C(Nc1ccccc1)C1=C[C@H](c2coc3ccccc3c2=O)C[C@H](OCCCCO)O1 | -0.2 | -1.8 | -2 | -0.9 | 0.7 | 3 | -3 | 0.2 | 2.0 | 2 | -2
O=[N+]([O-])c1ccc(Oc2ccc(-c3cnc4ccccc4n3)cc2[N+](=O)[O-])cc1 | 1.4 | 3.6 | -1 | 0.0 | 0.2 | 6 | -5 | 0.9 | 6.5 | 1 | 6
COc1ccc(CN(C)c2ccc(S(=O)(=O)N3CCN(C)CC3)cc2[N+](=O)[O-])cc1OC | -5.1 | -4.6 | 5 | -2.3 | -7.8 | -12 | 3 | -3.1 | -10 | -11 | 6
